# Screens (PubChem BioAssay)
# aSyn rescue: inhibitors of alpha-synuclein toxicity in yeast; 370,000 compounds, 0.14% hits; AID 652106; Potency, µM (doses to about 46.1 µM), without a hit: top-dose growth rescue (activation), hits mostly activators; Yeast expressing alpha-synuclein, growth rescue, BacTiter-Glo, 24 h; further: potency means the concentration at half of the fitted maximal effect; % of control where 0% means no effect; nearly all actives have a fitted effect of over 65% in size
#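 Galactose-induced alpha-syn yeast (OD600=0.02, raffinose-pregrown) + pinned cpd, 24 hr, 30 deg C; growth by BacTiter-Glo luminescence. Growth restoration scores as activation.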
# TDP-43 yeast inh: rescues yeast growth from TDP-43 toxicity | Potency, µM (highest dose often 46.1 µM), for the others: at the top dose growth rescue (activation), usual class: activators | 410,000 compounds, 1.8% hits | TDP-43 expressing yeast growth rescue, BacTiter-Glo, 24 h; further: potency means the concentration at half of the fitted maximal effect; % of control where 0% means no effect; nearly all actives have a fitted effect of over 50% in size
#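 Cell-based yeast growth screen: TDP-43 expression induced in galactose, inoculum OD600=0.02 after raffinose pregrowth to mid-log. Read-out BacTiter-Glo luminescence at 24 hr, 30 deg C; inhibition of toxicity seen as signal increase.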
# KB-V1 MDR tox: KB-V1 MDR subline cytotoxicity; 400,000 compounds, 3.4% hits; KB-V1 MDR cells viability, CellTiter-Glo, 72 h; Potency, µM (highest dose often 46.1 µM), for the others: at the highest dose activity change, negative = cytotoxicity, actives largely listed as cytotoxic; further: potency means the concentration at half of the fitted maximal effect; on the % scale 0 is the no-effect control and ±100 the full control effect; nearly all actives have a fitted effect of over 60% in size
#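 Readout: CellTiter-Glo luminescence, 10 min after addition. Cells: KB-V1 MDR subline, 72 h at 37 degrees C with compound. Analysis: corrected, normalized data fitted to concentration-effect curves.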
# PTHR1 ag: agonists of human PTHR1 parathyroid hormone receptor | Q03431 | HEK293 GP2 PTHR1 cells, GloSensor cAMP luminescence, 1 h | Potency, µM (doses to about 115 µM), inactives show at the top dose activation, actives largely listed as activators | 410,000 compounds, 0.075% hits | AID 743266; further: potency means the concentration at half of the fitted maximal effect; nearly all actives have a fitted effect of over 55% in size; some results filed as inactive show a strong effect at the top dose; inactives centre near -15; many of its hits are not listed in these tables
# Target sequence (Q03431 whole entry, looked up): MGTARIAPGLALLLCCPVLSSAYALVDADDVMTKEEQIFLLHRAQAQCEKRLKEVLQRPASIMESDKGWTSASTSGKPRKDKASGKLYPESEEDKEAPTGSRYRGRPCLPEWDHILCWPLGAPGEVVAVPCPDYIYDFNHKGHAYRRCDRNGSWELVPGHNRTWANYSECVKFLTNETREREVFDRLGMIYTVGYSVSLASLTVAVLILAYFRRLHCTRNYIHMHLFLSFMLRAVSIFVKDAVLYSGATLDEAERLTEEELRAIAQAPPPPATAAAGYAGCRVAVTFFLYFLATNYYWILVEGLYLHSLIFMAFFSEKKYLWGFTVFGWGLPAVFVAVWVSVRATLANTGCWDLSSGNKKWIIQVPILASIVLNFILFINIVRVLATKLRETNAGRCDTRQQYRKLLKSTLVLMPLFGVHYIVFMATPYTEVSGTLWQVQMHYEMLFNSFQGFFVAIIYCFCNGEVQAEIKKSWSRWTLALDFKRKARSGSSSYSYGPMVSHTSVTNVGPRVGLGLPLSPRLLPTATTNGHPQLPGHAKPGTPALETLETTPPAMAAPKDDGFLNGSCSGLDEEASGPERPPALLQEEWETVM
#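 HEK-293-derived GP2 cells expressing PTHR1 and a GloSensor cAMP reporter, 3,000/well, plated overnight, given luciferin plus IBMX (each 0.5 mM as added) for 1 h at 37 °C, then compound for 1 h at 37 °C. Luminescence was read after 15 min at room temperature.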
# D3 antag: D3 dopamine receptor (human) antagonism | D3R cells, DiscoveRx beta-arrestin luminescence, antagonist mode; stronger effect = lower value | 360,000 compounds, 2.5% hits | AID 652054 | max response, negative = inhibition, %; in the data active means max response below about -50%; inconclusive means no clear call, values can overlap the other calls; further: on the % scale 0 is the no-effect control and ±100 the full control effect; mostly tested at two doses, the higher about 12 µM
#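 Cells plated overnight at 1500 cells/well, then exposed to library compounds with dopamine controls for 90 minutes at 37 degrees C. DiscoveRx reagent added for 30–60 minutes at room temperature; luminescence read, quantitative HTS format.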
# GLP-1R inv ag: acts as inverse agonist at human GLP-1 receptor; P43220; HEK293 GLP-1R CRE-luciferase, luminescence, 24 h; GLP-1R form is constitutively active; Potency, µM (highest dose often 38.3 µM), without a hit: at the highest dose activity change, negative = inhibition, actives largely listed as inhibitors; 410,000 compounds, 1.6% hits; AID 624417; further: potency means the concentration at half of the fitted maximal effect; on the % scale 0 is the no-effect control and ±100 the full control effect; nearly all actives have a fitted effect of over 55% in size
# Target sequence (P43220 whole entry, looked up): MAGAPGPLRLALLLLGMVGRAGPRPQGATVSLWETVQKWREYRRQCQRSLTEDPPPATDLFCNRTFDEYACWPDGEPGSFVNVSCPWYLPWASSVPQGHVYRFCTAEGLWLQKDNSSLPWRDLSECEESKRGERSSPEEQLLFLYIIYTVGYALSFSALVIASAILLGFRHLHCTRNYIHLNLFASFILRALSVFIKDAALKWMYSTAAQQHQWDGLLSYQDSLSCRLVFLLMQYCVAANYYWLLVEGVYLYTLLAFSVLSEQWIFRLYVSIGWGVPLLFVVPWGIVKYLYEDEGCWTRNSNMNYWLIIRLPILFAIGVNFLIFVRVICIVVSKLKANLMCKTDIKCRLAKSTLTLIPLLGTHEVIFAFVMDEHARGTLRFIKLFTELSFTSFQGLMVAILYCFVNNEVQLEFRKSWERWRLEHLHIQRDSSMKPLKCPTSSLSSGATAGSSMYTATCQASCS
#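 Cells are plated, allowed 12 hours at 37 deg C, then treated with compounds for 24 hr before luciferase detection reagent is added and luminescence is read after 12 min at room temperature. The HEK293 line carries constitutively active GLP-1R with a cAMP-responsive reporter.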
# D3 ag: agonists of human D3 dopamine receptor; D3R DiscoveRx beta-arrestin cells, luminescence, 90 min; AID 652048; P35462; max activation, %; 410,000 compounds, 0.58% hits; in the data active means max activation above about 30%; further: 0% is about no effect; mostly tested at two doses, the higher about 12 µM
#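 Agonist-mode cell screen: cells plated at 1500/well and incubated overnight at 37 °C, then exposed to library compounds for 90 min at 37 °C. Detection reagent was added for 30–60 min at room temperature, and luminescence was read.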
# GLP1R cytotox: cytotoxicity counter-screen for GLP-1 receptor inverse agonists | HEK293 cAMP-luciferase reporter cells, luminescence, 24 h | Potency, µM (doses to about 38.3 µM), for inactives: at the top dose activity change, negative = inhibition, most hits filed as inhibitors | 410,000 compounds, 0.13% hits | AID 624418;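 further: loss of luciferase light is scored as toxicity; potency means the concentration at half of the fitted maximal effect; on the % scale 0 is the no-effect control and ±100 the full control effect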
#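 Seeding density was 200 cells/uL; after overnight-length (12 h) culture, 23 nL compounds went on for 24 h at 37 °C. Readout used a luciferase detection reagent, luminescence taken after 12 min at room temperature.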
# GLP1R ag: activates the human GLP-1 receptor; HEK293 GLP-1R CRE-luciferase, luminescence, 4-6 h; cells express a hypersensitive GLP-1R form; 380,000 compounds, 0.007% hits; P43220; Potency, µM (highest dose often 45.6 µM), without a hit: at the top dose activation, usual class: activators; further: potency means the concentration at half of the fitted maximal effect; % of control where 0% means no effect
# Active calls of the source: *; i = inactive; ? = inconclusive; · = not tested or not shown; & = joins results of further samples; [ ] = dose if it differs, or a comment. Unless noted, the call rests on the fitted dose curve; in most records, active means well fitted curve in the direction sought with a large enough effect; inconclusive means small, poorly fitted or top-dose-only effect, or another doubt; inactive means no such curve, though single readings can be large; an effect the other way counts as inactive or inconclusive.
SMILES,aSyn rescue,TDP-43 yeast inh,KB-V1 MDR tox,PTHR1 ag,D3 antag,GLP-1R inv ag,D3 ag,GLP1R cytotox,GLP1R ag
CCc1c(C)c2c(C)nn(-c3ccccc3)c2[nH]c1=O,-3%,?,0%,i,23,53%[activator],1,70%[activator],23%
Cc1cc(NC(=O)COn2nnc3ccc(Cl)cc32)no1,2%,16%,12%,i,2,?,6,-9%,-20%
CC1(C(=O)NCc2ccccn2)CCN1C(=O)Cc1ccc(Cl)cc1Cl (stereo not given),8%,16%,?,-37%[inhibitor],0,9%,1,1%,10%
Cn1cc(S(=O)(=O)CC(=O)Nc2ccc(Br)cc2)c2ccccc21,0%,14%,7%,i,-11,?,-5,-8%,12%
O=C(NCC(c1ccco1)N1CCc2ccccc2C1)c1ccccc1Br (stereo not given),-1%,-17%,-3%,i,-1,?,1,0%,26%
Cc1c(Cl)cccc1NC(=O)Nc1c[nH]c(=O)[nH]c1=O,·,8%,14%,i,·,7%,5,2%,·
O=C1CCCC(O)=C1C(C#Cc1ccccc1)C1=C(O)CCCC1=O,-1%,22%,?,-25%,-61*,-18%,-5,-24%,3%
CC1(C(=O)NCC2CCCCC2)CCN1C(=O)Cc1ccc(-c2ccccc2)cc1 (stereo not given),20%,20µM*,-4%,-21%,2,?,0,-1%,14%
CCOC(=O)C1CCN(S(=O)(=O)c2ccc(OCC(=O)OC)cc2)CC1,-2%,-5%,14%,i,0,-1%,-6,-3%,0%
O=C(CSc1nc(O)c(Cc2ccccc2)c(=O)[nH]1)Nc1nc2c(s1)CCCC2,1%,13%,6%,-19%,12,1%,4,9%,-4%
O=C(NCc1ccccn1)c1ccc(NS(=O)(=O)c2cccc(Cl)c2)cc1,-2%,0%,·,6%,-61*,19%,-15,11%,-3%
O=c1c(-c2ccnn2-c2ccccc2F)cnc2n1CCS2,-1%,6%,16%,i,13,6%,8,10%,1%
CCc1nn(CC(=O)NCCCOC)c(=O)c2cc3ccccc3n12,·,22%,2%,i,·,13%,7,4%,·
CC(C)C[C@@H]1Cc2[nH][nH]c(=O)c2[C@H](C(C)C)O1,?,0%,-26%,-18%,5,?,-2,1%,2%
COc1ccc(CCNC(=O)C2=CCN(S(=O)(=O)c3ccc(F)cc3)CC2)cc1OC,-1%,5%,-7%,i,-10,3%,-1,-4%,-2%
COc1ccc(N2CC(O)=C(c3nc(-c4ccc(Br)cc4)cs3)C2=N)cc1,4%,20%,-2%,i,20,2%,1,-2%,8%
COc1cccc(-c2cc(CNC(=O)[C@H]3O[C@@H](n4ccc(N)nc4=O)[C@H](O)[C@@H]3O)no2)c1,-5%,26%,11%,-13%,7,20%,4,4%,-6%
Cc1ccc(Cn2c(CN3CCN(c4cccc(Cl)c4)CC3)nc3c2c(=O)n(C)c(=O)n3C)cc1,·,?,-1%,-11%,·,?,-3,1%,·
O=C(CCC(=O)N(CC(=O)NC1CCCCC1)Cc1ccco1)Nc1nccs1,-11%,15%,-4%,-7%[57.5 µM],-27,4%,2,-3%,-19%
CN(C1CCCCC1)S(=O)(=O)c1ccc(F)c(C(=O)Nc2ccc(C(F)(F)F)cc2)c1,·,12%,-23%,-40%[inhibitor],·,?,1,-1%,·

# Only aSyn rescue and TDP-43 yeast inh (four entries from above):
SMILES,aSyn rescue,TDP-43 yeast inh
O=C(NCc1ccccn1)c1ccc(NS(=O)(=O)c2cccc(Cl)c2)cc1,-2%,0%
O=c1c(-c2ccnn2-c2ccccc2F)cnc2n1CCS2,-1%,6%
CCc1nn(CC(=O)NCCCOC)c(=O)c2cc3ccccc3n12,·,22%
CC(C)C[C@@H]1Cc2[nH][nH]c(=O)c2[C@H](C(C)C)O1,?,0%

# Further results:
SMILES,aSyn rescue,TDP-43 yeast inh,KB-V1 MDR tox,PTHR1 ag,D3 antag,GLP-1R inv ag,D3 ag,GLP1R cytotox,GLP1R ag
Cn1c(N)c(C(=O)CSc2nnc3n2CCCCC3)c(=O)n(C)c1=O,-4%,1%,0%,i,-15,31%[activator],-1,9%,-11%
CCCCc1c(C)[nH]c2nc3ccccc3n2c1=O,-30%,22%,-1%,-55%[inhibitor],-2,83%[activator],-6,5%,7%
COC(=O)c1c(-c2ccccc2)csc1N,11%,0%,-5%,-1%[57.5 µM],0,-13%,1,-1%,16%
CC1CC(C)CN(C(=O)CNC(=O)Cn2ccc3ccccc3c2=O)C1 (stereo not given),2%,4%,0%,i,5,1%,7,6%,4%
Cn1c(=O)n(C)c2cc(NS(=O)(=O)c3cccs3)ccc21,0%,-5%[9.22 µM],7%,-17%,7,50%[activator],2,-15%,8%
CN(Cc1nc(-c2cnccn2)no1)Cc1cccc2ccccc12,-1%,6%,0%,i,-27,-14%,5,3%,3%
CCOC(=O)c1sc(NC(=O)c2cccc(S(=O)(=O)N3c4ccccc4CC3C)c2)cc1C (stereo not given),1%,9%,3%,-6%,-19,-12%,1,7%,2%
O=C1c2ccccc2C(=O)N1CCc1ccccc1,24%,11µM*,-1%,-23%,-9,2%,-6,-5%,9%
Cc1ccccc1C(=O)c1cccn1CC(=O)NCCCN1CCCCC1,3%,-15%,-2%,i,-21,5%,-15,-5%,-1%
CCn1c(N)c(C(=O)COC(=O)CCc2nc3ccccc3c(=O)[nH]2)c(=O)[nH]c1=O,-1%[1.84 µM],-9%,13%,-20%,12,20%,-16,18%,-4%

# Complete entries, looked up by structure. Order of values: aSyn rescue | TDP-43 yeast inh | KB-V1 MDR tox | PTHR1 ag | D3 antag | GLP-1R inv ag | D3 ag | GLP1R cytotox | GLP1R ag
# `CCn1c(N)c(C(=O)COC(=O)CCc2nc3ccccc3c(=O)[nH]2)c(=O)[nH]c1=O` reads -1%[1.84 µM] | -9% | 13% | -20% | 12 | 20% | -16 | 18% | -4%
# `Cn1c(N)c(C(=O)CSc2nnc3n2CCCCC3)c(=O)n(C)c1=O` reads -4% | 1% | 0% | i | -15 | 31%[activator] | -1 | 9% | -11%

# As entered above:
# `CC1CC(C)CN(C(=O)CNC(=O)Cn2ccc3ccccc3c2=O)C1` (stereo not given) in aSyn rescue is listed with 2%
# `CCCCc1c(C)[nH]c2nc3ccccc3n2c1=O` in aSyn rescue is listed with -30%

# New compounds follow.
SMILES,aSyn rescue,TDP-43 yeast inh,KB-V1 MDR tox,PTHR1 ag,D3 antag,GLP-1R inv ag,D3 ag,GLP1R cytotox,GLP1R ag
O=C(CSc1nnnn1-c1ccc2c(c1)OCCO2)c1cccc2c1OCCO2,3%,-15%,24%,i,7,1%,17,2%,-6%
O=C(CCSCCC(=O)NCc1cccs1)NCc1cccs1,-9%,0%,9%,-3%[57.5 µM],7,7%,1,0%,-15%
CCNc1ncnc2c1cnn2C1CCCCO1 (stereo not given),-6%,-7%,1%,i,2,1%,4,1%,0%
O=C(CN1C(=O)NC2(CCCc3ccccc32)C1=O)NCc1ccco1 (stereo not given),7%,6%,18%,i,6,12%,2,-11%,-7%
CCN(CC)C1Oc2cc3c(cc2C(c2cc(OC)c(OC)c(OC)c2)C1C)OCO3 (stereo not given),-1%,0%,?,-15%,?,?,4,-5%,-1%
O=C(CSc1cccc[n+]1[O-])c1cc2ccccc2o1,11%,-83%[inhibitor],21µM*,-61%[inhibitor][57.5 µM],0,?,2,-20%,3%
Cc1ccc(S(=O)(=O)/N=c2\ccc(Cl)cn2C(F)F)cc1,-2%,17%,10%,23%,-13,11%,4,15%,-4%
O=C(COC(=O)c1cc[n+]([O-])cc1)NC(=O)c1ccc(OC(F)F)cc1,-5%,1%,-10%,i,-12,9%,3,0%,-2%
Cc1ccc(CNC(=O)NCc2noc3ccc(C)cc23)cc1,·,18%,-7%,i,·,-5%,5,-6%,·
O=C(Cc1cccc(NC(=O)C2CCCN(C(=O)C3CC3)C2)c1)Nc1cccc(C(=O)N2CCCCC2)c1 (stereo not given),-4%,2%,-16%,i,14,0%,-21,14%,-1%

# Looked up by compound from the list above:
SMILES,aSyn rescue,TDP-43 yeast inh,KB-V1 MDR tox,PTHR1 ag,D3 antag,GLP-1R inv ag,D3 ag,GLP1R cytotox,GLP1R ag
Cc1ccc(S(=O)(=O)/N=c2\ccc(Cl)cn2C(F)F)cc1,-2%,17%,10%,23%,-13,11%,4,15%,-4%
Cc1ccc(CNC(=O)NCc2noc3ccc(C)cc23)cc1,·,18%,-7%,i,·,-5%,5,-6%,·
O=C(CN1C(=O)NC2(CCCc3ccccc32)C1=O)NCc1ccco1 (stereo not given),7%,6%,18%,i,6,12%,2,-11%,-7%
CCNc1ncnc2c1cnn2C1CCCCO1 (stereo not given),-6%,-7%,1%,i,2,1%,4,1%,0%

# Next records
SMILES,aSyn rescue,TDP-43 yeast inh,KB-V1 MDR tox,PTHR1 ag,D3 antag,GLP-1R inv ag,D3 ag,GLP1R cytotox,GLP1R ag
COc1cc2c(cc1O)CC[n+]1cc3c(OC)c(OC)ccc3cc1-2,0%,14%,-9%,i,-11,-9%,-16,-18%,-3%
Cc1oc(-c2ccccc2F)nc1CS(=O)(=O)CC(=O)NCCCN1CCc2ccccc2C1,1%,11%,-10%,-8%,-77*,?,-13,0%,-2%
CCNC(=O)CC1C(=O)N(c2ccc(C)cc2)C(=O)N1CCOC (stereo not given),0%,-17%&20%,18%&-12%,-15%&-18%,-5,16%&2%,4&3,-6%&4%,7%&0%
COC(=O)CCC(=O)N1CCCC(C(=O)c2ccc(Cl)cc2C)C1 (stereo not given),-6%,-11%,7%,-3%,-5,-1%,-9,12%,-6%

# An excerpt; the hit share may differ from the screen's.
